EWS-Fli inh: blocks EWS/Fli oncoprotein-driven transcription; A673 NR0B1-luciferase reporter, viability-normalised; inhibition, % at 12.6 µM; 350,000 compounds, 0.67% hits;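 active means mean inhibition of at least 50% after viability correction, with every replicate also passing that limit; inconclusive means mean reaches 50% but only one of two replicates passes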;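 further: firefly luciferase signal divided by Alamar Blue viability fluorescence both relative to DMSO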
FN deposition inh: fibronectin deposition inhibition. AH1F fibroblasts, Alexa488-fibronectin deposition fluorescence, overnight. inhibition, % at 12.6 µM. 350,000 compounds, 0.086% hits;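 active means mean inhibition across replicates of 30% or more, regardless of how many single replicates reach that level; inconclusive means mean under 30% yet at least half of replicates reach 30%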;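 further: positive control wells lacked labelled fibronectin entirely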
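Material: AH1F fibroblast monolayer depositing Alexa488-labelled fibronectin into matrix | Input: 10000 AH1F cells/well | Medium: DMEM plus 2% serum, read in PBS | Reagent: Alexa488-fibronectin, 24 nM final in well | Compound dosing: One dose per compound, pinned | Schedule: 1 h adhesion, overnight exposure | Measured by: Fluorescence at 485 nm excitation, 525 nm emission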
RAD54 inh: inhibitors of human RAD54 branch migration. RAD54 Holliday junction branch migration, FAM/BHQ fluorescence. AID 602329. 360,000 compounds, 0.14% hits. inhibition, % at 10.4 µM;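 active means mean normalized replicate activity at least 40 and at least half of replicates scoring 40 or more; inconclusive means only one of the two criteria met; inactive means mean below 40 and under half of replicates reaching 40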;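 further: 0% = median of neutral control wells and 100% = median of positive control wells; inhibitors cause a drop in the FAM fluorescence signal; in these data hits start at about 50%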
esBAF inh: blocks esBAF chromatin remodeling in mouse ES cells. AID 602393. reporter increase, % at 12.5 µM. 350,000 compounds, 2% hits. Bmi1-luciferase knock-in reporter, 24 h; 100% = twice the neutral-well signal; in the data active means activation above about 40%; inconclusive means no clear call, values can overlap the other calls;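 further: 0% = median of the plate's neutral control wells and 100% = double that signal; a rise in the Bmi1 reporter signal indicates esBAF inhibition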
E-sel inducer: E-selectin induction on HUVECs; P16581; HUVEC E-selectin immunofluorescence imaging; normalized: neutral wells 0, TNF-alpha wells 100; activation, % at 7.58 µM; 260,000 compounds, 0.37% hits; AID 686992;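 active means mean E-selectin-positive cell signal at least 10% of the positive control, reached in at least 60% of replicates, without over 20% cell loss; inconclusive means no rule given, readout overlaps actives, possibly toxicity-flagged; inactive means the rest, including those meeting only one limit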;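 further: in these data hits start at about 27%; measured in HUVEC primary endothelial cells; signal is the percent of cells scored E-selectin positive by PE staining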
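Read-out: % PE-positive cells | Test system: HUVEC | Doses: One compound dose added by pin transfer | Buffer or medium: EGM-2 over gelatin coat | Signal: Immunofluorescence imaging | Benchmarks: TNF-alpha, DMSO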
Xi reactivation: reactivates the inactive X chromosome in mouse fibroblasts. XiGFP mouse fibroblasts, % GFP-positive cells imaging, 3 d; cells co-treated with 5-aza-dC sensitizer; scaled so ellipticine positive control = 100%. activation, % at 7.58 µM. 360,000 compounds, 0.055% hits. AID 743238;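 active means mean normalized replicate activation at least 10% and every replicate at or above 10%; inconclusive means only one of the two criteria met; inactive means mean below 10% and not all replicates reach 10%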;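 further: 0% = median of on-plate neutral control wells and 100% = ellipticine 6 µM median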
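assay system = SV40-immortalized XiGFP fibroblast cells, line 68-5-11 | buffer or medium = DMEM plus 5-aza-dC sensitizer | doses = single-point pinned compound dosing | times = 3-day compound exposure, then 15 min fixation at room temperature | benchmarks = positive control ellipticine, 6 µM final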
S100A4 MyoIIA: blocks human S100A4 binding to myosin IIA peptide. AID 652163. P26447. S100A4/TAMRA-MyoIIA peptide fluorescence polarization. 360,000 compounds, 0.14% hits. inhibition, % at 10.7 µM;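 active means mean inhibition of at least 70% across replicates, with every replicate also reaching that level; inconclusive means mean inhibition reaches 70% but some replicates fall short; inactive means mean inhibition below 70%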
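Compound dosing: one dose per compound; test system: human S100A4 monomer with TAMRA-labelled myosin IIA peptide; probe or stimulus: TAMRA-labelled myosin IIA heavy-chain peptide probe, 5 nM; medium: HEPES buffer with Ca2+, pH 7.2; schedule: 5 min incubation before reading; benchmarks: neutral control DMSO, positive control TFP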
RAD52 anneal inh: inhibitors of human RAD52 DNA annealing; recombinant RAD52 DNA annealing, FRET fluorescence; 360,000 compounds, 0.46% hits; P43351; inhibition, % at 18.7 µM;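 active means every replicate showing at least 50% inhibition; inconclusive means mean inhibition at least 50% but not in every replicate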
* hit, by the source's call; ? = inconclusive; nt = no result given; & = joins results of further samples.

SMILES | EWS-Fli inh | FN deposition inh | RAD54 inh | esBAF inh | E-sel inducer | Xi reactivation | S100A4 MyoIIA | RAD52 anneal inh
COCCn1c(C)cc(C(=O)CN2C(=O)NC3(CCCCCC3)C2=O)c1C | -64 | 1 | 4 | ? | 0.1 | 0.0 | -3 | -18
CCS(=O)(=O)N1[C@H](CO)[C@@H](c2ccccc2)C12CN(C(=O)C1CCCCC1)C2 | -4 | nt | nt | nt | -0.2 | 0.1 | -15 | -1
CCCCCCC(=O)NNC(=O)c1c(O)c2ccccc2n(CCC)c1=O | 8 | 9 | nt | nt | nt | 0.1 | -6 | -9
CCC(NC(=O)c1ccncc1)c1ccccc1 (stereo unspecified) | 14 | 7 | 1 | -4 | nt | 0.0 | -4 | -6
Cc1ccc(N(CC2CO2)S(=O)(=O)c2ccc(C)cc2)cc1 (stereo unspecified) | 9 | 6 | nt | nt | nt | 0.0 | -4 | -12
CCCn1nnc(NC(=S)NC(=O)c2ccccc2OC)n1 | -13 | -6 | 6 | 33 | 0.5 | 0.0 | 3 | -10
Cc1ccc2c(c1)C(=O)C(=O)N2Cc1ccccc1 | 34 | 0 | -3 | 5 | 0.1 | 0.1 | -5 | -3
COc1ccc(CC(=O)Nc2ccccc2N2CCCC2)cc1OC | 7 | 4 | 11 | -2 | nt | 0.0 | -5 | -7
COCC(=O)N1C[C@@H](C)[C@H](OC)CN(C)C(=O)c2ccc(NC(=O)C3CCC3)cc2OC[C@@H]1C | 8 | -6 | -15 | -1 | -0.2 | 0.0 | 9 | 6
COc1ccccc1NC(=O)Cn1cnc2sc(C(=O)Nc3cc(OC)c(OC)c(OC)c3)c(C)c2c1=O | nt | -2 | 7 | 5 | nt | 0.4 | -3 | 12
Cc1cccc(C)c1C(O)c1ncc(-c2ccccc2Cl)[nH]1 (stereo unspecified) | -6 | -2 | 0 | -1 | 0.2 | 0.1 | -3 | 7
C=CCn1c(CSc2ccccc2[N+](=O)[O-])n[nH]c1=S | 7 | 2 | nt | nt | 0.1 | 0.0 | 1 | 6
Cc1noc(C)c1S(=O)(=O)N(C)C[C@@H]1OCCCC[C@H](C)Oc2ccc(NC(=O)NC(C)C)cc2C(=O)N([C@H](C)CO)C[C@@H]1C | -7 | -11 | -2 | 4 | nt | 0.2 | -5 | 5
Cc1ccc2[nH]cc(C(=O)CCl)c2c1 | 35 | -4 | nt | nt | nt | 0.1 | -13 | -17
CCn1nnc2cc(C(=O)Nc3cc(Cl)ccc3C)ccc21 | -12 | 3 | 0 | -3 | nt | 0.0 | -7 | -33
Cc1ccc(NC(=O)CSCC(=O)OCc2cc(=O)oc3cc(O)ccc23)c(C)c1 | 13 | -1 | 2 | 0 | 0.8 | -0.1 | -5 | -32
C[C@H]1CN([C@@H](C)CO)C(=O)c2cc(-c3ccc(F)cc3)cnc2O[C@H]1CN(C)C(=O)Cc1ccccn1 | -10 | -5 | -4 | 6 | 1.7 | 0.7 | -38 | -12
O=C(N/N=C/c1ccc(N2CCOCC2)s1)c1ccccc1Br | 2 | -4 | nt | nt | 1.0 | 0.0 | -20 | -23
CN(Cc1ccccc1)C(=O)CN1CCN(C(c2ccccc2)c2ccccc2)CC1 | -5 | 8 | nt | nt | 1.7 | 0.0 | 4 | -35
O=C(CCn1c(=O)sc2ccccc21)NCCN1CCOCC1 | -17 | -21 | -6 | -4 | -0.1 | 0.0 | -1 | -5
CN(Cc1cnn(C)c1)C(=O)CC1C(=O)NCCN1Cc1cccc(Oc2ccccc2)c1 (stereo unspecified) | 5 | 1 | 1 | -2 | nt | -0.1 | -3 | -12
O=C(CC1C(=O)NCCN1Cc1cccc(C(F)(F)F)c1)NC1CCOCC1 (stereo unspecified) | 1 | 7 | 2 | -5 | 0.4 | 0.0 | 0 | -11
O=C(C1CCC1)N1CCc2cc(S(=O)(=O)N3CCCCC3)ccc21 | nt | nt | -7 | 1 | nt | nt | 0 | 0
O=C(NC(=S)Nc1ccc(O)cc1)c1cncc(Br)c1 | -6 | 5 | nt | nt | 0.1 | 0.0 | -6 | 0
Cc1ccc(S(=O)(=O)Nc2ccc3c(c2)C(=O)N([C@H](C)CO)C[C@@H](C)[C@H](CN(C)S(=O)(=O)c2ccc(F)cc2)OCCCC[C@@H](C)O3)cc1 | 15 | nt | -7 | 3 | 0.1 | -0.9 | -17 | 3
Cc1ccc(NC(=O)c2cccc(NC(=O)CCC(=O)O)c2)cc1C | 1 | 1 | nt | 2 | nt | 0.4 | -1 | -18
CC1CCCN(S(=O)(=O)c2cccc(C(=O)NCC3CCCO3)c2)C1 (stereo unspecified) | 5 | -5 | -3 | 7 | nt | -0.1 | 0 | 4
O=C(C1=C[C@H](c2coc3ccccc3c2=O)C[C@H](OCCCCO)O1)N1CCOCC1 | -6&-1 | -1 | 4&11 | -8 | -0.2 | 0.1 | 5&4 | -4&-14
Cc1ccc2oc(C(=O)N3CCC(O)(c4ccccc4)CC3)c(C)c2c1 | -24 | 5 | -3 | 9 | 0.0 | 0.1 | 1 | 4
O=C(CN(c1ccc(F)cc1)S(=O)(=O)c1ccc2c(c1)OCCO2)NCc1cccnc1 | nt | nt | 12 | 2 | nt | nt | 3 | -11
Cc1cccc(-c2ccc([C@H]3[C@H]4CN(S(=O)(=O)c5cccs5)CCCCN4[C@H]3CO)cc2)c1 | 13 | nt | 11 | nt | 0.4 | 0.2 | -10 | -15
O=S(=O)(NCC[C@H]1CC[C@@H](NS(=O)(=O)c2ccccc2Cl)[C@H](CO)O1)c1ccc(F)cc1 | -5 | nt | -3 | 7 | 0.3 | -0.3 | -8 | -28
COc1cccc(-c2ccc3c(c2)[C@H]2[C@H](CCN2S(=O)(=O)c2ccccc2OC)[C@H](CO)N3)c1 | -24 | -1 | -9 | -2 | 0.2 | 0.0 | -4 | -35
C[C@@H]1CN([C@@H](C)CO)C(=O)c2cc(NC(=O)CCC(F)(F)F)ccc2O[C@H]1CN(C)S(=O)(=O)c1ccc(F)cc1 | 2 | 0 | 5 | -2 | 0.3 | 0.1 | 3 | -3
Cn1c(=O)c(Sc2ccc(Cl)cc2)c(O)c2ccccc21 | nt | 0 | -6 | nt | 0.0 | 0.0 | nt | nt
Cc1cnc(C(=O)OC(C)C(=O)Nc2cccc3ccccc23)cn1 (stereo unspecified) | -1 | 0 | -3 | -5 | 0.5 | 0.0 | -2 | -18
Cc1ccc(SCCC(=O)Nc2cc(C)on2)cc1 | 0 | -8 | 3 | nt | -0.3 | 0.0 | 0 | 0
COc1cc2c(c(OC)c1OC)-c1ccc(SC)c(=O)cc1C(N)CC2 (stereo unspecified) | 39 | -11 | nt | nt | 0.0 | 0.2 | 6 | 5
CN(C(=O)COC(=O)c1ccccc1NCCO)C1CCS(=O)(=O)C1 (stereo unspecified) | -5 | 2 | -6 | 10 | -1.7 | -0.1 | -2 | -13
CNC[C@@H]1Oc2ccc(NS(=O)(=O)c3ccc(C)cc3)cc2CC(=O)N([C@H](C)CO)C[C@H]1C | -3 | nt | -5 | -1 | 5.2 | 0.0 | -41 | 2
N#C[C@H]1[C@H](c2ccccc2)[C@@H](CO)N1C(=O)c1ccc2c(c1)OCO2 | 4 | -13 | -14 | 0 | 0.7 | -0.1 | -4 | -2
COC(=O)/C(C(C)=O)=C(/C=C/C=C/N(C)C)N(C)C | -1 | nt | -11 | -1 | nt | nt | -19 | -38
CCn1c2ccc(C)cc2c2nnc(NN)nc21 | nt | 0 | 11 | nt | -0.4 | -0.1 | nt | nt
CCNC(=O)c1ccc(C23CC4CC(CC(C4)C2)C3)o1 | -4 | -7 | -1 | 7 | 6.9 | 0.0 | -24 | -24
CC(C)NC(=O)Nc1ccc2c(c1)C(=O)N([C@@H](C)CO)C[C@H](C)[C@@H](CN(C)Cc1ccccc1)OCCCC[C@@H](C)O2 | 1 | 3 | nt | 5 | 0.1 | 0.0 | nt | nt
C=C1CCN(C(C)C(=O)OC)S(=O)(=O)c2ccccc21 (stereo unspecified) | -17 | 4 | -4 | -3 | -0.1 | 0.0 | 1 | -14
CC(=O)N1[C@H](CO)[C@H](c2ccccc2)[C@H]1CN(CC(C)C)C(=O)c1ccccn1 | -8 | -3 | 1 | -2 | 0.2 | 0.0 | 4 | -4
O=C(NCC1CC1(Cl)Cl)Nc1ccc(Cl)c(Cl)c1 (stereo unspecified) | -134 | 2 | -3 | 32 | nt | 0.0 | -1 | -5
COc1cc(OC)cc(C(=O)NCCC(c2ccccc2)c2ccccc2)c1 | -2 | -5 | -1 | -4 | nt | 0.0 | -7 | -8
COC(=O)[C@@]12C[C@@H](CC(=O)NCc3cccc4ccccc34)C(=O)N(Cc3cccc4ccccc34)C1=CCC(C)(C)C2 | 0 | -6 | nt | nt | -0.2 | -0.2 | -3 | -7
CCCC#Cc1ccc2c(c1)O[C@@H](CN(C)C(=O)c1ccccn1)[C@H](C)CN([C@H](C)CO)S2(=O)=O | -8 | -8 | 8 | 1 | -0.3 | 0.2 | 27 | 1
COc1cccc(/C=N/NC(=O)c2cc(-c3ccccn3)nc3ccccc23)c1O | 9 | 22 | 2 | -63 | nt | -0.2 | 2 | -2
C[C@@H]1CN([C@@H](C)CO)C(=O)c2cc(NS(=O)(=O)c3cn(C)cn3)ccc2O[C@@H](C)CCCCO[C@@H]1CN(C)C(=O)CCCN(C)C | -9 | nt | 6 | -2 | 0.1 | -0.1 | 8 | 24
COC(=O)c1ccc(CSc2nnc(-c3ccncc3)o2)cc1 | 4 | -2 | 4 | -2 | 0.0 | 0.1 | 1 | 3
COCc1cc(C)nc(Nc2ccccc2OC)c1C#N | -3 | 1 | -7 | -8 | nt | 0.0 | -6 | -7
O=C([C@H]1[C@H](CO)[C@H]2Cn3c(cccc3=O)[C@@H]1N2C(=O)c1ccccc1)N1CCCCC1 | 0 | nt | -12 | 6 | -0.2 | 0.1 | 1 | -1
Cc1nc2ccccc2c(=O)n1CCc1ccc(O)cc1 | 1 | 4 | 2 | 27 | 0.4 | 0.1 | -3 | -9
CN1CCN(C(=O)C2CCCN(S(=O)(=O)c3ccc(Cl)cc3)C2)CC1 (stereo unspecified) | 2 | 4 | -3 | -1 | 0.0 | 0.1 | 2 | 3
CC(=O)CSc1nnc(-c2ccc(S(=O)(=O)N3CCOCC3)cc2)n1C | 4 | 9 | 5 | 0 | 0.0 | -0.1 | 2 | -11
